# GlmU inhibition = inhibition of mycobacterial GlmU enzyme – biochemical, glucosamine-1-phosphate acetyltransferase (AID 1376); M. tuberculosis GlmU acetyltransferase enzyme assay; higher % means a stronger effect; inhibition, %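 (tested at 30 µM in the primary screen)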, or IC50 in µM where a hit was titrated; actives 0.25% (n = 220,000); in the data active = inhibition above about 13%;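 also: 0% = complete reaction with vehicle and 100% = reaction without substrate; strong numbers were not always called active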
# RmlCD inh 1536 = inhibitors of Mycobacterium tuberculosis RmlC and RmlD coupled enzymes. P9WH09+P9WH11. RmlC+RmlD coupled enzyme assay, percent inhibition; primary screen in compound mixtures. inhibition, % at 3.6 µM. actives 0.03% (n = 160,000); in the data active = inhibition mostly above about 34%, no sharp cut-off; also: some results filed as inactive read as strong as hits
# Target sequence (P9WH09 whole entry, looked up): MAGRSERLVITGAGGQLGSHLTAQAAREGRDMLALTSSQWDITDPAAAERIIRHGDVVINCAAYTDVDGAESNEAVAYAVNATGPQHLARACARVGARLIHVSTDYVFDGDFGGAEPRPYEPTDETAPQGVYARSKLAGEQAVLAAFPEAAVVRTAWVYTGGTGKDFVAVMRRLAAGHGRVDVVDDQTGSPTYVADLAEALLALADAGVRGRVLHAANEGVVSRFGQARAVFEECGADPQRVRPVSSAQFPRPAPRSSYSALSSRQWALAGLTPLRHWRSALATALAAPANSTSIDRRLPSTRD
# Target sequence (P9WH11 whole entry, looked up): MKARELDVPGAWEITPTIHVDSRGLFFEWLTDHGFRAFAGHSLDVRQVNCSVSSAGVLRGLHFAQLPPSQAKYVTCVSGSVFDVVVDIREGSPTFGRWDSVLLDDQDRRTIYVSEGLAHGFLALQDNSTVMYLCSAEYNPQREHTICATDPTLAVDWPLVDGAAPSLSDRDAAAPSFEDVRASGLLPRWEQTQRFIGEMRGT
# Active calls of the source: *; . = no result given; & = joins results of further samples. Some of the compounds tested; rates above refer to the full screens.
SMILES,GlmU inhibition,RmlCD inh 1536
Oc1c(C=C2N=c3ccccc3=N2)sc(=S)n1C1CCCCC1,3.7%&1.4%,16&-6
O=C(CSc1ccc(Cl)cc1)N1CCOCC1,0.2%,2
Cc1ccc(C(=O)Cn2c(NCCO)nc3ccccc32)cc1,2.0%,-8
O=C(CSc1nnc(-c2cccnc2)o1)Nc1ccc(Cl)cc1,2.8%,9
CCOC(=O)C(C)Oc1cc(C)cc2oc(=O)c3c(c12)CCCC3 (stereo unspecified),1.5%,2
COc1cc(C(=O)Nn2c(O)c(C3=c4ccccc4=NC3=O)sc2=S)ccc1O,4.0%,-4
COc1cc(C=O)ccc1OCCOCCOc1ccc(Cl)cc1Cl,-2.5%,.
CC(=O)c1cccc(NC(=O)COc2ccccc2)c1,-0.1%,6
COc1cccc(CNC(=O)CCC2CCCN(C(=O)c3csc(C(C)C)n3)C2)c1 (stereo unspecified),-6.0%,1
O=C(CNC(=O)C(c1ccccc1)c1ccccc1)OCC(=O)c1cccs1,0.1%,48
CCCCNC(=O)CSc1nccn1Cc1ccccc1,4.8%,.
COc1cc(Cl)c(C)cc1NC(=O)COC(=O)c1cc[n+]([O-])cc1,2.1%,-16

# Of the compounds above, these have an aryl thioether with sulfur outside any ring:
SMILES,GlmU inhibition,RmlCD inh 1536
O=C(CSc1ccc(Cl)cc1)N1CCOCC1,0.2%,2
O=C(CSc1nnc(-c2cccnc2)o1)Nc1ccc(Cl)cc1,2.8%,9
CCCCNC(=O)CSc1nccn1Cc1ccccc1,4.8%,.

# The results go on:
SMILES,GlmU inhibition,RmlCD inh 1536
CCOC(=O)COc1ncn(-c2ccccc2)n1,0.4%,-2
Fc1ccc(Nc2nc(-c3ccncc3)nc3ccccc23)cc1F,-8.3%,12
CCCCCCCCC(=O)N/N=C/c1cccc(Br)c1,2.0%,.
CCCCNC(=O)Cn1cnc2ccc(S(=O)(=O)N3CCC(C)CC3)cc2c1=O,0.9%,.
CCCNC(=O)c1cc(C)no1,-1.0%,-1
CCOC(=O)C1CCCN(CCC(=O)Nc2c(C(=O)OC)[nH]c3cc(OC)ccc23)C1 (stereo unspecified),-3.8%,-2
Cc1cc(C)n(-c2nc3ccccc3nc2Nc2ccc3[nH]c(=O)[nH]c3c2)n1,3.5%,3
CCN(CC)CCC(=O)Nc1cccc2c1C(=O)c1ccccc1C2=O,-2.4%,-2
COc1cc(OC)cc(C(=O)Nc2ccccc2-c2nnn(CC(N)=O)n2)c1,-1.6%,-6
Cc1cc(C)nc(NS(=O)(=O)c2ccc(NC(=O)Nc3ccccc3F)cc2)n1,3.6%,0
COC(=O)Cc1ccc(NC(=O)c2ccc(C)c(C)c2)cc1,-2.0%,.
O=C(OCC(=O)N1CCOCC1)c1c(Cl)ccc(Cl)c1Cl,-4.7%,-1

# Overlap with the part before: three entries; new compounds follow.
SMILES,GlmU inhibition,RmlCD inh 1536
Cc1cc(C)nc(NS(=O)(=O)c2ccc(NC(=O)Nc3ccccc3F)cc2)n1,3.6%,0
COC(=O)Cc1ccc(NC(=O)c2ccc(C)c(C)c2)cc1,-2.0%,.
O=C(OCC(=O)N1CCOCC1)c1c(Cl)ccc(Cl)c1Cl,-4.7%,-1
CCNCC(=O)Nc1ccc(N2CCOCC2)cc1,0.2%,-11
COc1ccc(CCNC(=S)Nc2ccc(C)cc2C)cc1,1.3%,3
Cc1ccc(OCCn2nc3ccccc3n2)c(C)c1,-1.7%,.
CC1CC(C)CN(CCC(=O)Nc2ccc3c(c2)CCC3)C1 (stereo unspecified),-1.4%,2
O=C(O)C(C(=O)/C=C/c1ccco1)=C1SCCS1,6.5%,34
COc1ccc(C(=O)COC(=O)CN2C(=O)C3C4C=CC(C5CC45)C3C2=O)cc1 (stereo unspecified),-4.6%,.
CCNC(=S)NNC(=O)c1cccn(Cc2ccc(Cl)cc2)c1=O,.,61
C/C(CC(=O)NC1CCCCCC1)=N\NC(=O)c1cnccn1,0.7%,.
COc1ccccc1OCCCn1c(=O)sc2ccccc21,0.2%,8
O=C(NNS(=O)(=O)c1ccccc1)c1sccc1-n1cccc1,-3.8%,.
CC(C)OC(=O)c1c(NC(=O)Cn2cnc([N+](=O)[O-])n2)sc2c1CCCC2,1.3%,.
COc1ccc(C(CC(=O)c2ccccc2)CC(=O)c2ccccc2)cc1OC,1.5%,-9

# An excerpt of these results, with two lines to a compound.
# Each structure is followed by: GlmU inhibition, RmlCD inh 1536
- CCNCC(=O)Nc1ccc(N2CCOCC2)cc1
 : 0.2%, -11
- COc1ccc(CCNC(=S)Nc2ccc(C)cc2C)cc1
 : 1.3%, 3
- Cc1ccc(OCCn2nc3ccccc3n2)c(C)c1
 : -1.7%, .
- CC1CC(C)CN(CCC(=O)Nc2ccc3c(c2)CCC3)C1 (stereo unspecified)
 : -1.4%, 2
- O=C(O)C(C(=O)/C=C/c1ccco1)=C1SCCS1
 : 6.5%, 34

# Going on with the list.
SMILES,GlmU inhibition,RmlCD inh 1536
O=C(Nc1ccc(N=Nc2ccccc2)cc1)c1ccccc1Cl,-0.1%,-8
Cc1nc(NC(C)(C)CO)c([N+](=O)[O-])cc1[N+](=O)[O-],-8.1%,15
Cc1ccc(NNC(=O)c2ccno2)c(C)c1,1.5%,-2
Cc1c(/C=N/NC(=O)c2cccnc2)cc(C#N)n1C,0.2%,1
O=C(COC(=O)c1ccc(NS(=O)(=O)c2ccc(F)c(F)c2)cc1)NCC1CCCO1 (stereo unspecified),-5.8%,.
CC1CCCC(C)N1C(=O)COc1ccc(C(=O)Nc2ccccc2N2CCOCC2)cc1 (stereo unspecified),-2.8%,.
CCOC(=O)c1cnc(-c2ccccc2)[nH]c1=O,8.6%,.
CCOC(=O)c1c(NC(=O)CCC(=O)N(CC)CC)sc2c1CC(C)(C)OC2,-2.4%,21
O=C(O)c1cc2nc(-c3ccc(F)cc3)cc(C(F)(F)F)n2n1,8.8%,.
Cc1cnc(NC(=O)C2CCCC2)s1,1.2%,-7
CC(=O)Nc1ccc(N2CCN(C(C)=O)CC2)cc1,-8.7%,8
COc1ccccc1C(CNC(=S)NCc1ccccc1)N1CCCC1 (stereo unspecified),2.3%,4
O=c1[nH]nc(SCc2ccccc2)c(=O)[nH]1,7.0%,-1
COc1cc(C2c3c(n[nH]c3C)C(=O)N2c2ccc(C)cc2)ccc1O (stereo unspecified),-4.4%,.
CCN(CC)C(=O)c1cc(C(C)(C)C)c(O)c(C(C)(C)C)c1,-0.7%,3
COc1ccc(-c2cc(C(=O)OC3CCOC3=O)c3ccccc3n2)cc1OC (stereo unspecified),2.6%,11
C/C(=N\Nc1ccccn1)c1ccc(C#N)cc1,2.2%,25
Clc1ccccc1/C=N/c1cc(-c2ccccc2)nn1-c1ccccc1,-2.5%,.
Cc1nc(N)sc1-c1csc(Nc2ccccn2)n1,6.2%,0
CCOc1cc(S(=O)(=O)N2CCCC2)c(C)cc1C,-2.4%,20
Cc1cc(C)c2nc(Nc3nc(-c4ccccc4)cc(=O)[nH]3)nc(C)c2c1,-0.9%,.
O=S(=O)(NCC(c1cccnc1)N1CCN(c2ccc(F)cc2)CC1)c1cccs1 (stereo unspecified),-6.7%,-6
Cc1ccc(NC(=S)N(Cc2ccco2)C(C)c2cccs2)cc1 (stereo unspecified),-0.7%,7
COC(=O)c1cc(C#N)c(N(C)Cc2ccccc2)nc1C,-1.4%,.
CCn1c(CSc2nc(C)cc(C)n2)nnc1SCC(=O)Nc1ccccc1,0.1%,5
Cc1ccc(C2=CCNCC2)cc1,0.5%,.
COC(=O)C1=C(N)Oc2cc(C)n(C)c(=O)c2C1c1ccc(Cl)c(Cl)c1 (stereo unspecified),-4.0%,.
COc1ccc(C(C(=O)NCc2ccccc2)N(Cc2cccs2)C(=O)c2cnccn2)cc1 (stereo unspecified),4.8%,.
Cc1cc(C)nc(Nc2nc(=O)c3ccccc3s2)n1,8.8%,82
COc1cc(OC)nc(NC(=O)NS(=O)(=O)c2ccc(OC(F)(F)F)cc2)n1,-2.8%,.
O=S(=O)(c1ccc(Cl)c2ccccc12)N1CCCC1,-4.4%,1
CCOC(=O)C(=NC1CCS(=O)(=O)C1)NNc1ccc(Br)cc1 (stereo unspecified),3.1%,5
Cc1ccnc(NC(=O)c2sc3cc(Cl)ccc3c2Cl)c1,4.2%,2
CC(C)CCN1C(=O)c2ccc(-c3nc4ccccc4c(=O)o3)cc2C1=O,4.6%,.
CC1CN(C(=O)COC(=O)c2ccc(Cl)c(S(=O)(=O)N3CCCCC3)c2)CC(C)O1 (stereo unspecified),1.8%,6
COc1ccccc1NS(=O)(=O)c1cccc(NC(=O)c2nc3nc(C)cc(C)n3n2)c1,0.6%,.
Cc1ccc(S(=O)(=O)N2CCOCC2)cc1NC(=O)Cn1cc(C(F)(F)F)cc(Cl)c1=O,-4.2%,-10
O=C(NCC(c1cccnc1)N1CCOCC1)C1CCCCC1 (stereo unspecified),-3.5%,-10
CC1Cc2ccccc2N1C(=O)CCNS(=O)(=O)c1ccc2c(c1)CCC(=O)N2 (stereo unspecified),-2.3%,.
Cc1ccc(NC(=S)N(CCN(C)C)Cc2cc3cc(C)cc(C)c3[nH]c2=O)cc1,-3.2%,.
COCCNC(=O)COc1ccc(Nc2ccccc2)cc1,-0.8%,5
Cc1cc(C)n(C(=O)COc2ccccc2[N+](=O)[O-])n1,0.8%,.
O=C(O)CCn1cc(C(=O)O)c(-c2ccccc2)n1,-4.5%,.
O=C(NCc1ccco1)c1ccc(S(=O)(=O)N2CCCc3ccccc32)cc1,-2.5%,-2
COc1ccc(Cl)cc1NC(=O)CNc1ccccc1N1CCOCC1,4.5%,-38
CCOC(=O)Cc1nnc(NC(=O)c2ccccc2OCC)s1,-0.2%,-5
CC(=O)N(C(C)=O)N1C(=O)c2cccc3c(N4CCOCC4)ccc(c23)C1=O,2.2%,3
O=C(CC(C(=O)O)c1ccccc1)Nc1ccccc1 (stereo unspecified),-1.2%,10
O=C(O)CCCC(=O)Nc1ccc(Cl)c(Cl)c1,2.6%,9
CCCc1nc2ccccc2c(C(=O)OC(C)C(=O)NCc2ccc3c(c2)OCO3)c1CC (stereo unspecified),0.6%,3
O=C(NCc1cccnc1)C1CCCN(S(=O)(=O)c2ccccc2)C1 (stereo unspecified),-2.1%,14
CCOC(=O)c1nc(N)c(=O)n(-c2ccc(C)cc2)n1,-0.3%,.
CCOC(=O)c1cccc(NS(=O)(=O)c2ccc(NC(C)=O)cc2)c1,0.2%,-5
CSc1nncc(/C(C)=N\Nc2ccccc2C)n1,6.1%,.
CCn1cc(C(=O)N[C@H](C)c2ccccc2)c(=O)c2cc(F)c(N3CCN(C)CC3)cc21,-7.0%,-3
COc1ccc(Oc2c(-c3ccc(O)cc3O)n[nH]c2C)cc1,-1.1%,1
O=C(NCC1COc2ccccc2O1)c1ccc(Cl)cc1 (stereo unspecified),1.6%,.
COc1ccc(C2CC(C)(c3ccc(OC)cc3OC)Nc3ccccc3N2)c(OC)c1 (stereo unspecified),6.8%,5
O=C(NNC(=O)c1ccc(O)cc1O)c1ccc(Cl)cc1,-1.9%,0
O=C(O)CSc1nc2ccccc2n1-c1ccccc1,-2.2%,-4

# (continued)
SMILES,GlmU inhibition,RmlCD inh 1536
COc1ccccc1[C@@H]1C(c2cccc(C)c2)=NN(c2ccccc2)[C@H]1C(=O)N1CCOC1=O,3.2%,.
O/N=C/c1ccccc1OCc1ccccc1F,2.6%,-10
CCOC(=O)C1CCCN(C(=O)COc2ccc(N(C)S(=O)(=O)c3ccc(F)cc3)cc2)C1 (stereo unspecified),-4.7%,110
COc1ccc(Cl)cc1S(=O)(=O)n1cnc2ccccc21,-5.1%,-2
O=C(O)CCC(=O)/C=C/c1ccccc1,3.1%,.
COc1ccc(CC(=O)NC(CC(=O)O)c2ccc(OC)cc2)cc1 (stereo unspecified),3.8%,-9
CN(C)c1ncc(S(=O)(=O)c2ccccc2)c(-c2ccc(Cl)cc2Cl)n1,.,-11
O=C(CSc1nnc2scc(-c3ccccc3)n12)c1ccc2c(c1)OCCO2,0.6%,6
Cc1cc(NC(=O)CSc2nnc(COc3cccc(C)c3C)n2Cc2ccco2)no1,5.8%,4
COC(=O)c1c(NC(=O)CCCC(=O)O)sc2c1CCC2,0.8%,.
CCC(=O)Nc1cc(-c2cc3ccccc3oc2=O)ccc1OC,-5.7%,-14
O=C(COC(=O)Cc1ccccc1F)Nc1cccc(F)c1,2.5%,.
CC(C)(C)c1cc(CSC(=S)NC2CCS(=O)(=O)C2)c(Br)c(C(C)(C)C)c1 (stereo unspecified),-2.2%,14
Oc1c(C=C2N=c3ccccc3=N2)sc(=S)n1-c1ccc2ccccc2c1,7.6%,-9
O=C(NCCC1=CCCCC1)Nc1ccc2nsnc2c1,3.5%,9
COc1c(Cl)cc(Cl)cc1CNCCNCCO,-9.5%,-8
O=c1oc2ccccc2cc1-c1csc(Nc2nc3ccc(F)cc3s2)n1,3.7%,2
Cc1ccc(C)c(N(CC(=O)NC2CCCC2)C(=O)c2cc3cc4cc(C)ccc4nc3s2)c1,1.1%,.
O=C(Nc1ccc(-c2csc(Nc3ccccc3)n2)cc1)c1cc([N+](=O)[O-])cc(C(F)(F)F)c1,7.5%,3
COc1ccc2nc(Nc3nc(CSc4ccc(C)cc4)cc(=O)[nH]3)nc(C)c2c1,-1.0%,.
S=c1[nH]nc(C23CC4CC(CC(C4)C2)C3)n1Cc1ccco1,2.8%,-7
Cc1ccc(C2=NCC(=O)N(CC(=O)N3CCCCC3)c3sc(C)c(C)c32)cc1,5.4%,-4
CCC(C(=O)NC(C)CCc1ccco1)n1nc(C)n2c(cc3occc32)c1=O (stereo unspecified),-2.1%,8
CCOc1ccc(N(CC(=O)Nc2cccnc2)S(C)(=O)=O)cc1,6.4%,-12
Cc1cccc(-n2c(C)cc(/C=N\NC(=O)c3ccco3)c2C)c1,-4.7%,.

# Bioassay records (PubChem BioAssay)
